PKA-R1A act: activates the PKA-R1A holoenzyme complex | PKA-R1A dissociation, Cy5-IP20 fluorescence polarization; scaled: DMSO 0%, 113 µM cGMP 100% | activation, % at 11.4 µM | 340,000 tested, 0.083% active;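 active = percent activation above the mean of all tested compounds plus 3 SD, cut at about 19% in these data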;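 also: higher means more PKAc released from R1A so a rise in polarization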
Arr AP2 block: inhibitors of human beta-arrestin and AP2 interaction; inhibition, % at 10 µM; 340,000 tested, 0.31% active; FITC-arrestin peptide / GST-AP2 beads, flow cytometry; AP2 beta2 appendage carries R879A mutation;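 active = inhibition above a set limit, near 3 SD of compounds lacking own fluorescence, cut at about 54% in these data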;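 also: plate controls were DMSO wells for no effect and 5 µM unlabelled arrestin peptide for full effect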
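System: GST-AP2 R879A glutathione beads | Also added: FITC-arrestin peptide, 50 nM | Times: 12 min plus 1 h, RT | Signal: Bead flow cytometry, FITC channel | Buffer or medium: PBS with 0.05% Tween 20 and 0.1% BSA | Read-out basis: Percent drop in bead-associated FITC signal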
PKA-R2B activ: PKA-R2B complex activation; P22694+P31323; PKA-R2B holoenzyme dissociation, Cy5-IP20 fluorescence polarization; R2B truncated from residue 108, S112A mutant; 0% DMSO only, 100% 113 µM cGMP; activation, % at 11.4 µM; 340,000 tested, 0.079% active;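 active = activation above a cutoff set at the mean over all compounds plus 3 SD, cut at about 18% in these data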;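 also: higher means more holoenzyme dissociation and a rise in polarization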
Target sequence (P31323 whole entry, looked up, other chains not shown, the tested form may be a part): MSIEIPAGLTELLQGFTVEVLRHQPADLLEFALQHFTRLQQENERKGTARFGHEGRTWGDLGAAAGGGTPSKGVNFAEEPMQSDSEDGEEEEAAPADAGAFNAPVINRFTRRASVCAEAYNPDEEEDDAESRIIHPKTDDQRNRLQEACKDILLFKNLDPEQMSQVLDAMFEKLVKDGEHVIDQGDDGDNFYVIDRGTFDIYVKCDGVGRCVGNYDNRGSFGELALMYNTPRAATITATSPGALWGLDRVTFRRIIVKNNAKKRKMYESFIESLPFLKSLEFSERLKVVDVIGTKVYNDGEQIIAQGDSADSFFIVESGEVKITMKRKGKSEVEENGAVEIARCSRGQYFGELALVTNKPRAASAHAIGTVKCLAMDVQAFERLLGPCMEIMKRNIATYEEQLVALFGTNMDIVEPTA
HTR5A ag: counter-screen for OPRM1-OPRD1 agonists: human HTR5A agonism. P47898. HTR5A agonist assay, luminescence, cell-based. activation, % at 9.3 µM. 340,000 tested, 0.61% active; in the data active = activation mostly above about 9.5%, no sharp cut-off; inactive = mostly below about 7.6%;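 also: 0% = cells with vehicle only and 100% = reference agonist; strong numbers were not always called active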
Target sequence (P47898 whole entry, looked up): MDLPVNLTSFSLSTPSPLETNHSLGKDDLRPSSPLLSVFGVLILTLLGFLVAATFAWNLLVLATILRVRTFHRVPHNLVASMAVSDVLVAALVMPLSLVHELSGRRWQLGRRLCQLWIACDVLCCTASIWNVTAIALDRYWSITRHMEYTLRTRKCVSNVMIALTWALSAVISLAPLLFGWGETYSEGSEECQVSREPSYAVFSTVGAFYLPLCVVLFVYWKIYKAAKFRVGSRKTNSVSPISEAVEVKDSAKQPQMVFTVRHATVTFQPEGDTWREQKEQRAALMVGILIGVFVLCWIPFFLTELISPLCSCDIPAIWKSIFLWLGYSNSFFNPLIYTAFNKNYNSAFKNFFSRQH
V-ATPase pHluor: yeast V-ATPase proton transport regulation by pHLuorin; S. cerevisiae, pHLuorin cytosolic pH fluorescence; response, % at 10 µM; 350,000 tested, 0.37% active; AID 504577; in the data active = response mostly above about 7.3%, no sharp cut-off; inactive = mostly below about 5.4%; also: actives read high; inactives centre near 0; some compounds called inactive have numbers as strong as hits; reference of the scale not given here
DSG3 Ab inh: human desmoglein-3 autoantibody binding inhibition; P32926; DSG3-coupled beads, scFv-anti-DSG3-GFP binding, flow cytometry; stronger effect = lower value; binding (percent of control), % at 10 µM; 310,000 tested, 0.48% active; AID 588358;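 active = binding more than 3 SD below its plate's average and above zero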;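 also: hits lower antibody fragment binding to DSG3; some compounds called inactive have numbers as strong as hits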
MOR-DOR inv ag: mu-delta opioid heterodimer inverse agonism; P35372+P41143; cell-based MOR-DOR heterodimer luminescence; inhibition, % at 9.3 µM; 340,000 tested, 0.21% active; AID 504357; in the data active = inhibition above about 22%, passing the limit was not always enough;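 also: 0% = cells with DMSO and 100% = wells without cells with DMSO; values of inactives mirror those of a sister screen read the other way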
HTR5A inv ag: counter-screen for OPRM1-OPRD1 inverse agonists: human HTR5A inverse agonism | HTR5A cell line, luminescence | inhibition, % at 9.3 µM | 340,000 tested, 0.083% active; in the data active = inhibition mostly above about 23%, no sharp cut-off; inactive = mostly below about 18%;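 also: 0% = cells with DMSO and 100% = no-cell wells with DMSO; some compounds called inactive have numbers as strong as hits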
MOR-DOR ag: OPRM1-OPRD1 heterodimerization agonism | P35372+P41143 | cells, luminescence | activation, % at 9.3 µM | 340,000 tested, 0.3% active | AID 504326; in the data active = activation above about 18%;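 also: 0% = vehicle-treated cells and 100% = reference agonist; values of inactives mirror those of a sister screen read the other way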
DAGLB inhibitor: blocks human DAGLB lipase activity; Q8NCG7; HEK293T DAGLB membrane lysate, EnzChek fluorogenic substrate; inhibition, % at 5.17 µM; 340,000 tested, 0.059% active; AID 504411; in the data active = inhibition above about 34%;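 also: 0% = enzyme with vehicle and 100% = wells lacking enzyme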
* = called active by the depositor; · = not tested or not shown.

SMILES	PKA-R1A act	Arr AP2 block	PKA-R2B activ	HTR5A ag	V-ATPase pHluor	DSG3 Ab inh	MOR-DOR inv ag	HTR5A inv ag	MOR-DOR ag	DAGLB inhibitor
COc1ccccc1N(CC(=O)NCC1CCCO1)C(=O)CNS(=O)(=O)c1ccc(C)cc1 (configuration not stated)	-9	6	-2	2	2	101	11	-14	-2.1	1
Cn1cccc1C1(C(F)(F)F)NCCNC1=O (configuration not stated)	4	8	9	-2	0	97	-3	6	0.6	-3
O=C(COc1ccc(Cl)cc1Cl)NC(=O)c1ccccc1	-14	-5	7	9	0	·	5	-18	-1.1	0
N/C(=N\S(=O)(=O)c1ccc(Cl)cc1)N1CCOCC1	-1	7	0	1	-1	·	-1	-2	0.1	0
COc1ccc(CCNC(=O)COc2ccc(S(=O)(=O)N3CCOCC3)cc2)cc1OC	0	-8	7	-4	-2	105	16	1	-2.8	2
O=C(O)[C@@H]1CC(O)CN1C(=O)CCc1c[nH]c2ccccc12 (some centres not stated)	-15	8	-6	-2	-3	102	2	6	-0.4	0
C/C(=N\Nc1cc(-c2ccccc2)nc(-c2ccc(Br)cc2)n1)c1cccc(N)c1	-4	2	-4	-2	0	90	5	-24	-0.9	-2
Cc1cc(NC(=O)CSc2nc(N)c(NC(=O)c3ccccc3)c(=O)[nH]2)no1	5	·	0	-3	-1	97	23	8	-5.0	-1
Cc1ccccc1N(C(=O)c1csnn1)C(C(=O)NC1CCCCC1)c1ccncc1 (configuration not stated)	-2	10	-10	11	2	95	-14	-8	2.2	-2
C[C@H]1CN([C@@H](C)CO)S(=O)(=O)c2ccc(C#Cc3cccnc3)cc2O[C@@H]1CN(C)C(=O)Nc1ccc2c(c1)OCO2	-3	·	-1	·	-3	106	·	·	·	-1
O=C(CCc1nc2sc3c(c2c(=O)[nH]1)CCCC3)NCCc1ccc(Cl)cc1	-2	·	-5	·	0	101	·	·	·	2
CC(C)c1ccc(NC2CCCN(C(=O)c3cscn3)C2)cc1 (configuration not stated)	-16	2	-11	1	1	·	12	8	-2.3	2
Cc1cc(C(=O)Nc2nc3c(C)cccc3s2)c(C)o1	-14	-2	-3	1	-11	109	3	-6	-0.6	-3
Nc1nn(-c2ccccc2)c(N)c1N=Nc1ccccc1F	4	56*	1	0	-4	93	-5	1	0.7	-1
Cc1noc(C)c1C(=O)OCC(=O)Nc1cccc(S(=O)(=O)N(C)C)c1	-14	8	12	10	0	99	0	-11	0.0	-2

Two of the compounds above, with two lines to a compound:
Results follow in this order: PKA-R1A act	Arr AP2 block	PKA-R2B activ	HTR5A ag	V-ATPase pHluor	DSG3 Ab inh	MOR-DOR inv ag	HTR5A inv ag	MOR-DOR ag	DAGLB inhibitor
Cc1ccccc1N(C(=O)c1csnn1)C(C(=O)NC1CCCCC1)c1ccncc1 (configuration not stated)
→ -2	10	-10	11	2	95	-14	-8	2.2	-2
COc1ccccc1N(CC(=O)NCC1CCCO1)C(=O)CNS(=O)(=O)c1ccc(C)cc1 (configuration not stated)
→ -9	6	-2	2	2	101	11	-14	-2.1	1

Entries listed above that bear a hit mark in Arr AP2 block:
molecule,PKA-R1A act,Arr AP2 block,PKA-R2B activ,V-ATPase pHluor,DSG3 Ab inh,MOR-DOR inv ag,MOR-DOR ag,DAGLB inhibitor
Nc1nn(-c2ccccc2)c(N)c1N=Nc1ccccc1F,4,56*,1,-4,93,-5,0.7,-1

Next part
SMILES	PKA-R1A act	Arr AP2 block	PKA-R2B activ	HTR5A ag	V-ATPase pHluor	DSG3 Ab inh	MOR-DOR inv ag	HTR5A inv ag	MOR-DOR ag	DAGLB inhibitor
O=C(/C=C/c1ccc(Cl)cc1)N1CCN(CCN2C(=O)c3cccc4cccc(c34)C2=O)CC1	-7	13	1	3	0	105	0	-8	0.0	2
COC(=O)c1ccc(S(=O)(=O)NCCc2ccccc2OC)n1C	-12	1	-1	3	-2	113	9	1	-1.8	1
CCc1ccc(OC(C)C(=O)Nc2ccccc2C(=O)N2CCOCC2)cc1 (configuration not stated)	-3	0	7	1	0	111	6	-17	-1.2	-4
CCc1ccc(NC(=O)CSc2ccccn2)cc1	-2	48	-1	0	0	108	12	24	-2.4	-2
Cc1ccc(S(=O)(=O)N2[C@@H](c3ccc(Cl)cc3)C(C(=O)O)=CC[C@H]2c2cccc(C)c2)cc1	8	-1	-3	5	8	92	18	-14	-3.1	0
CC(C)CCNC(=O)CN(Cc1ccco1)C(=O)CCC(=O)Nc1nccs1	-2	-1	3	1	0	94	13	-4	-2.1	2
CCN(C[C@H]1N[C@@](C)(C(=O)OC)[C@H]2C(=O)N(C)C(=O)[C@@H]12)C(C)=O	4	2	-6	-2	-1	96	12	7	-2.6	-2
S=C(Nc1ccc(Br)cc1Cl)Nn1cnnc1	-5	11	-17	9	1	98	7	1	-1.2	4
O=C1c2ccccc2-c2c1cccc2C(=O)N(CCO)CCO	3	2	3	-1	1	82	10	-15	-1.8	0
CCOc1ccc(NC(=O)CSc2nc3c(c(=O)n2C)SC(C)C3)cc1 (configuration not stated)	-2	2	-2	4	1	99	5	-12	-0.9	-2
O=S(=O)(Nc1ccc(-c2ccc3nncn3n2)cc1)c1ccccc1F	0	14	-2	5	-1	105	2	-15	-0.3	-1
CCCC[C@@H]1CNCCN1CCc1cccc2ccccc12	-10	12	-8	0	-5	117	3	-4	-0.6	-2
COC(=O)c1cn(NC(=O)c2cnccn2)c(=O)c2ccccc12	2	21	5	0	-3	·	16	-2	-2.7	2
C/C(=N/NS(=O)(=O)c1ccc(Cl)cc1)c1ccncc1	3	-5	6	-2	-3	112	-6	21	1.9	0
O=C(/C=C/c1cccc([N+](=O)[O-])c1)NCCN1CCOCC1	-2	5	-8	-6	-2	94	15	16	-2.6	-1
Cc1cc([N+](=O)[O-])nn1CC(=O)NNC(=S)Nc1ccc(F)cc1	0	1	9	4	7	102	-3	-28	0.5	0
CCOC(=O)CC1C(=O)NCCN1C(=O)c1ccc(Cl)cc1Cl (configuration not stated)	-1	28	-3	4	1	93	6	-16	-1.2	1
N#CC(c1ccc(Cl)cc1)N1CCOCC1 (configuration not stated)	-12	10	-1	-3	6	102	21	8	-3.9	2
Cc1nc2cc(NC(=O)N3CCCC3)ccc2n1C	-6	19	3	-3	3	113	7	8	-1.6	2
C[C@@H]1C(=O)O[C@@H]2[C@H](O)C34[C@H]5C[C@@H](C(C)(C)C)C36[C@H](OC(=O)[C@@H]6O)OC4(C(=O)O5)[C@@]12O (some centres not stated)	-1	24	-1	2	-2	95	8	-1	-1.4	-2
O=S1(=O)N=C(Nc2ccc(N3CCOCC3)c(Cl)c2)c2ccccc21	5	32	-3	-3	-2	99	-5	6	0.9	1
O=C(/C=C/c1ccc([N+](=O)[O-])cc1)Oc1ccc(/C=N/NC(=O)c2ccncc2)cc1	15	7	9	-1	-1	75	0	-13	0.0	2
Cc1cccc(C)c1NC(=O)CNc1ncnc2sc(C)c(C)c12	5	-31	7	-2	0	123	13	12	-2.3	-3
CN(CC(=O)Nc1cccc(F)c1)C(=O)c1cccnc1Sc1ccccc1Cl	-8	3	1	7	1	104	-32	-21	5.0	2
O=C(NCCC1CCCCN1S(=O)(=O)c1cccs1)C(=O)Nc1ccc(F)cc1 (configuration not stated)	-3	10	2	0	1	106	8	0	-1.2	0
COc1ccc(N(C)C(=O)c2cc3c(s2)-c2c(C)cccc2OC3)c(OC)c1	-1	42	-4	-2	7	88	3	13	-0.6	-2
COc1ccc(CNC(=O)CN(C)S(=O)(=O)c2ccc3c(c2)c(=O)n(C)c(=O)n3C)cc1	10	12	8	-1	9	110	-2	-5	0.5	2
COc1ccc2ccc3c(c2c1)N=CC1(O3)N(C)c2ccccc2C1(C)C (configuration not stated)	-3	-8	4	-1	1	99	-57	3	9.5	4
Cc1ccc(N=CC=C2OC(C)(C)C(C)(C)O2)cc1	-6	6	-10	3	-5	132	10	-16	-1.9	0
CC1(C)CC(CCNC(=O)c2ccco2)CC(C)(C)N1	-2	13	-3	0	3	·	-3	-1	0.6	1

Some values from the entries so far.
For Arr AP2 block, COC(=O)c1ccc(S(=O)(=O)NCCc2ccccc2OC)n1C has 1
For MOR-DOR inv ag, O=C(COc1ccc(Cl)cc1Cl)NC(=O)c1ccccc1 has 5
For DAGLB inhibitor, CN(CC(=O)Nc1cccc(F)c1)C(=O)c1cccnc1Sc1ccccc1Cl has 2
For PKA-R2B activ, C[C@@H]1C(=O)O[C@@H]2[C@H](O)C34[C@H]5C[C@@H](C(C)(C)C)C36[C@H](OC(=O)[C@@H]6O)OC4(C(=O)O5)[C@@]12O (some centres not stated) has -1
For HTR5A ag, Cc1ccc(N=CC=C2OC(C)(C)C(C)(C)O2)cc1 has 3
For MOR-DOR ag, COc1ccccc1N(CC(=O)NCC1CCCO1)C(=O)CNS(=O)(=O)c1ccc(C)cc1 (configuration not stated) has -2.1
For PKA-R2B activ, CC(C)c1ccc(NC2CCCN(C(=O)c3cscn3)C2)cc1 (configuration not stated) has -11

Further structures follow:
SMILES	PKA-R1A act	Arr AP2 block	PKA-R2B activ	HTR5A ag	V-ATPase pHluor	DSG3 Ab inh	MOR-DOR inv ag	HTR5A inv ag	MOR-DOR ag	DAGLB inhibitor
Cc1ccc(OCC(=O)N/N=C\c2cn(C)c3ccccc23)c([N+](=O)[O-])c1	-5	32	-3	-5	5	·	-8	8	1.4	0
CC(C)(C)c1cc(NC(=O)c2c(F)cccc2Cl)n(-c2ccccc2)n1	-2	-6	-8	-2	-1	·	-20	-3	3.1	-6
COc1cc(CC(NC(C)=O)C(=O)NC2CCN(S(=O)(=O)c3ccc(NC(C)=O)cc3)CC2)cc(OC)c1 (configuration not stated)	-5	11	5	-2	8	126	-17	6	2.1	-1
c1cncc(CNc2ncn[nH]2)c1	-9	-15	-2	1	-4	89	17	-42	-3.2	2
CCN(c1ccc(OC)cc1)S(=O)(=O)c1cc(-c2cc(C)no2)ccc1OC	3	27	1	0	1	98	1	-1	-0.2	-2
CCOc1cc(/C=N/NC(=O)CSc2nncn2C)ccc1OC(=O)c1ccc(Cl)cc1	-4	6	-2	3	0	98	8	0	-1.4	2
COc1ccc(N(C)S(=O)(=O)c2cccc(C(=O)Nc3nnc(C)s3)c2)cc1	9	27	2	5	1	113	6	-13	-1.4	0
COc1ccc(-c2cc(C(=O)Nc3ccc(S(=O)(=O)Nc4onc(C)c4C)cc3)c3ccccc3n2)cc1OC	-12	15	-20	-1	0	90	18	-14	-3.4	4
CCOC(=O)C1(c2ccccc2)CCCNC1=O (configuration not stated)	-6	·	-2	·	1	110	·	·	·	-2

Compounds from the list above that contain a nitro group on carbon, in the order listed:
SMILES	PKA-R1A act	Arr AP2 block	PKA-R2B activ	HTR5A ag	V-ATPase pHluor	DSG3 Ab inh	MOR-DOR inv ag	HTR5A inv ag	MOR-DOR ag	DAGLB inhibitor
O=C(/C=C/c1cccc([N+](=O)[O-])c1)NCCN1CCOCC1	-2	5	-8	-6	-2	94	15	16	-2.6	-1
Cc1cc([N+](=O)[O-])nn1CC(=O)NNC(=S)Nc1ccc(F)cc1	0	1	9	4	7	102	-3	-28	0.5	0
O=C(/C=C/c1ccc([N+](=O)[O-])cc1)Oc1ccc(/C=N/NC(=O)c2ccncc2)cc1	15	7	9	-1	-1	75	0	-13	0.0	2
Cc1ccc(OCC(=O)N/N=C\c2cn(C)c3ccccc23)c([N+](=O)[O-])c1	-5	32	-3	-5	5	·	-8	8	1.4	0
